# Bioassay records: PubChem BioAssay, The Scripps Research Institute Molecular Screening Center
# NR2E3 agonist: activates human photoreceptor nuclear receptor NR2E3; Q9Y5X4; GST-NR2E3/biotin-RetCOR TR-FRET, 1536-well; inhibition of corepressor binding, % at 4.78 µM; 0.12% of 320,000 active; AID 2300;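 active = percent inhibition above the cutoff of mean plus 3 SD of all tested compounds, set per screening campaign, cut at about 20% in these data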;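 note: 0% = DMSO wells and 100% = biotin wells as full block of FRET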
# Target sequence (Q9Y5X4 whole entry, looked up): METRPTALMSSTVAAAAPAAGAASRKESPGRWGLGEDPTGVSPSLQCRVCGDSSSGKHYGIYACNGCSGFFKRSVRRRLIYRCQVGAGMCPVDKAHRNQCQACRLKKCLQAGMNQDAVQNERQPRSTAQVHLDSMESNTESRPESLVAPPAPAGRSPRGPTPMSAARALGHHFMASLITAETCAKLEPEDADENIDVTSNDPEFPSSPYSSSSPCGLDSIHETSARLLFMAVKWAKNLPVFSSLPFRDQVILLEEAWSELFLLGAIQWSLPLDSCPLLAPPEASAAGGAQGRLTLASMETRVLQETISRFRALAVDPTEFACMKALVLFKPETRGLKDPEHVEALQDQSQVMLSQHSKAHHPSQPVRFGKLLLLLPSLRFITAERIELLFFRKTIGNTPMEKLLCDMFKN
#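 Material: NR2E3–RetCOR corepressor complex / Amount: 1.35 nM GST-NR2E3 / Medium: Tris pH 7.5 / Compound: single nominal compound dose of 4.8 µM / Incubation: 5 h at 4 °C / Technique: TR-FRET, Eu(K)-anti-GST donor, streptavidin-D2 acceptor, ex 340, em 617/671 nm / Read-out basis: percent loss of FRET ratio relative to control wells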
# An asterisk follows results filed as active.
SMILES,NR2E3 agonist
CC1Cc2ccccc2N1C(=O)CSc1nnc(NC(=O)Cc2cccs2)s1 (centres undefined),-2.1
c1cc2c(cc1OCCNC1CCCC1)CCC2,-0.8
O=[N+]([O-])c1ccc2sc(SCc3nc4ccccn4c3Br)nc2c1,-2.0
CCCC[C@@H]1CNC(=O)C(=O)N1CCc1cccc2ccccc12,2.9
Cc1ccc(CNc2ccc3c(c2)OCO3)c(C)c1,-0.8
O=C(NC1CCCCC1)c1ccc(S(=O)(=O)c2ccccc2Cl)c([N+](=O)[O-])c1,7.2
Cc1cccc2cc(COC(=O)c3cccc([N+](=O)[O-])c3)c(=O)[nH]c12,3.1
Cc1nn(Cc2ccccc2Cl)c(C)c1NC(=O)CSc1n[nH]c(C)c1[N+](=O)[O-],-6.4
CC(C)(C)c1ccc(C(CC(=O)O)NC(=O)Cc2ccc(F)cc2)cc1 (centres undefined),1.9
O=C(Nc1nc(-c2ccccn2)cs1)c1ccc(S(=O)(=O)N2CCCCC2)cc1,3.6
CCS(=O)(=O)C1=NN2C(=N)/C(=C\c3ccc(OC(=O)c4ccco4)c(Br)c3)C(=O)N=C2S1,0.3
COc1ccc(CCNC(=O)C(NS(=O)(=O)c2ccc3c(c2)CCN3C(C)=O)C(C)C)cc1OC (centres undefined),-3.1
CCOc1ccc(NC(C)C(=O)N/N=C/c2ccc([N+](=O)[O-])cc2)cc1 (centres undefined),-0.9
COc1cccc(OCCOCCNCCO)c1,-2.0
O=C(NC(=S)Nc1cc(S(=O)(=O)N2CCOCC2)ccc1N1CCOCC1)C1CCCC1,-0.2
Cc1ccc(-n2c(SCC(=O)N3CCCC3)nc3c(c2=O)SCC3)cc1,-0.6
CCO[C@H]1OC(C(=O)O)=C[C@@H](C2CC2)[C@@H]1CCCO,-0.7
Nc1c(S(=O)(=O)c2cccc(Cl)c2)c2nc3ccccc3nc2n1/N=C/c1ccc(O)c(O)c1,5.4
c1ccc(CCCOCCC2CO2)cc1 (centres undefined),0.1
O=C(O)c1cc(-c2cc(C(=O)O)c3ccccc3n2)nc2ccccc12,-2.7

# Fetched one by one from the entries so far, four records:
SMILES,NR2E3 agonist
Nc1c(S(=O)(=O)c2cccc(Cl)c2)c2nc3ccccc3nc2n1/N=C/c1ccc(O)c(O)c1,5.4
COc1cccc(OCCOCCNCCO)c1,-2.0
c1ccc(CCCOCCC2CO2)cc1 (centres undefined),0.1
COc1ccc(CCNC(=O)C(NS(=O)(=O)c2ccc3c(c2)CCN3C(C)=O)C(C)C)cc1OC (centres undefined),-3.1

# More structures follow.
SMILES,NR2E3 agonist
COC(=O)[C@@H]1CC[C@H](C)[C@@H](c2ccc(C)cc2)N1C(=O)c1ccc(/C=N/OCC[C@@H]2C=C[C@H](OC(C)=O)[C@@H](COC(C)=O)O2)cc1,-2.1
COc1ccccc1/C=N/NC(=O)C1=NNC(c2ccccc2)(c2ccccc2)C1,-5.8
CNCCCCOc1ccccc1Cc1ccccc1,3.3
N=C1C(c2nc3ccccc3[nH]2)=C(O)CN1NC(=O)COc1cccc(F)c1,1.2
COC(=O)C[C@](O)(CCCC(C)(C)O)C(=O)O[C@@H]1C(OC)=C[C@]23CCCN2CCc2cc4c(cc2[C@H]13)OCO4,1.7
COCCN1C=C(C(=O)OC)C(c2cc3c(cc2Br)OCO3)C(C(=O)OC)=C1,0.9
Cc1ccc(-c2nc3c(c(=O)[nH]c(=O)n3Cc3ccccc3)n2C)s1,-1.1
C=C(C)C(=O)Nc1cccc(C2=NOC3(C2)C[C@H](C(N)=O)N(C(=O)CC#N)C3)c1 (some centres undefined),-36.9
COc1ccc(-n2nnc3c(SCC(=O)Nc4ccc5c(c4)OCCO5)ncnc32)cc1,3.6
COc1cc2nc(N(C)CCCNC(=O)C3CCCO3)nc(N)c2cc1OC (centres undefined),-4.5
CC(C)(C)c1ccc(/C=N/NC(=S)Nc2cccnc2)cc1,-0.9
O=C(Nc1cccnc1Oc1ncnc2cc(Cl)ccc12)c1ccc(F)cc1,1.0
Cc1ccc(NC(=O)Cc2ccccc2)c(C)c1,3.5
COc1ccc2c(c1)C=Cc1ccccc1O2,1.7
Cc1ccc2c(c1)C1CCCC3C1N2CC(=O)N3Cc1ccccc1 (centres undefined),-1.2
CN1CCN(CC(O)c2ccccc2)CC1 (centres undefined),-1.2
CCCC[C@@H]1C[C@H]1[C@@H](NC(=O)c1cccs1)c1ccc(Cl)cc1,0.7
O=C(Nc1ccc(S(=O)(=O)N2CCOCC2)cc1)c1ccc(CN2CCc3ccccc3C2)cc1,-1.7
CC1CCC2(CC1)NC(=O)N(Cc1cc(=O)n3ccsc3n1)C2=O (centres undefined),1.7
Clc1ccc2[nH]c3c(N4CCC5(CC4)OCCO5)ncnc3c2c1,2.3
CC(C)Sc1nnc2n(CCc3ccccc3)c(=O)c3c4c(sc3n12)COC(C)(C)C4,2.1
O=C1COc2ccc(N3C(=O)C=CC3=O)cc2N1,4.2
CN(C)C(=O)NC(O)C(Cl)Cl (centres undefined),-0.7
COC(=O)CCS(=O)(=O)c1ccc(Cl)c(Cl)c1,-5.6
C/C(N)=C(/C#N)C(=O)COC(=O)c1cc(-c2ccccc2)nc2ccc(Br)cc12,-1.8
CCOC(=O)N1CCC(N2Cc3cccc(C(=O)NCc4ccc(OC)cc4)c3C2=O)CC1,-2.1
CC1CCc2sc(C(=O)N=Nc3c(O)[nH]c4ccccc34)cc2C1 (centres undefined),-2.6
CCSc1nnc(NC(=O)c2cnccn2)s1,1.2
C=CCn1c(SCc2cc(=O)n3ccsc3n2)nc2sc(C)c(C)c2c1=O,4.1
COc1ccc(C2=CC3=C(Br)C(=O)C(C)(OC(=O)c4ccc(Cl)nc4)C(=O)C3=CO2)cc1 (centres undefined),-2.4
COC(=O)[C@@]1(Cc2ccc(OC)cc2)[C@H]2c3cc(C(=O)N(C)C)n(CCc4ccc(OC)c(Br)c4)c3C[C@H]2CN1C(=O)c1ccccc1,-0.5
O=C1CCN(N=Nc2cccc(Cl)c2)N1,0.9
C=C1CCN(c2ccc(C(=O)O)cc2[N+](=O)[O-])CC1,-3.4
Cc1ccc(S(=O)(=O)N2CCSC2=Nc2ccccc2)cc1,-1.0
COc1cc(/C=N\Nc2ccc([N+](=O)[O-])cn2)ccc1OCC(=O)O,0.0
CC1(C)C=Cc2c(ccc(-c3coc4cc(O)ccc4c3=O)c2O)O1,-0.4
CCOC(=O)Cn1c(=O)c2c(nc(Br)n2Cc2ccc(Cl)cc2)n(C)c1=O,-1.3
Cc1n[nH]c(C)c1Sc1ccccc1N=Cc1cc([N+](=O)[O-])ccc1O,-1.0
CCCCCCCC(=O)N/N=C(\C)c1ccc(N)cc1,0.8
CN(C)S(=O)(=O)c1cc(NC(=O)c2cc(=O)[nH]c3ccccc23)ccc1Cl,-0.5

# Arranged by the number under NR2E3 agonist (ascending): some entries from above
canonical_smiles	NR2E3 agonist
C=C1CCN(c2ccc(C(=O)O)cc2[N+](=O)[O-])CC1	-3.4
Cc1n[nH]c(C)c1Sc1ccccc1N=Cc1cc([N+](=O)[O-])ccc1O	-1.0
CC1(C)C=Cc2c(ccc(-c3coc4cc(O)ccc4c3=O)c2O)O1	-0.4

# (more compounds)
SMILES,NR2E3 agonist
COCCNc1nc(-c2cc(C(=O)Nc3ccccc3)on2)cc(C(C)C)n1,-0.4
Cn1c(=O)c2c3c(sc2n2c(SCc4ccccc4)nnc12)CCCC3,2.9
CN(C)c1ccc(CNc2nc3ccccc3s2)cc1,0.1
CC1(O)C(=O)C=C2C=C(c3ccsc3)OC=C2C1=O (centres undefined),1.3
COc1cc2c(cc1OC)CN(C(=O)CSc1nc3[nH]ncc3c(=O)n1-c1ccccc1)CC2,0.8
O=[N+]([O-])c1cccc(-c2n[nH]c(=S)n2-c2ccccc2)c1,-0.2
O=C(O)CCC1c2cc3c4cc2OC2Oc5cc6c(cc51)C(CCC(=O)O)c1cc5c7cc1OC(O6)c1cc6cc(c1)Oc1cc(cc(C(=O)O)c1)Oc1cc8cc(c1)C(Oc1cc(c(cc1C5CCC(=O)O)C3CCC(=O)O)OC(O4)c1cc(cc(c1)Oc1cc(cc(C(=O)O)c1)O8)Oc1cc(cc(C(=O)O)c1)Oc1cc(cc2c1)Oc1cc(cc(C(=O)O)c1)O6)O7 (centres undefined),20.8*
COc1ccc(N(CC(=O)NCCC2=CCCCC2)S(=O)(=O)c2ccc(C)cc2)cc1,4.1
CC(NC(=O)C1CCC(CNS(=O)(=O)c2ccccc2)CC1)c1ccc2c(c1)OCCO2 (centres undefined),3.3
CC1(OC(=O)c2cnc3ccccc3n2)C(=O)C=C2C=C(C3CC3)OC=C2C1=O (centres undefined),2.6

# NR2E3 agonist, entries above that show a hit
SMILES,NR2E3 agonist
O=C(O)CCC1c2cc3c4cc2OC2Oc5cc6c(cc51)C(CCC(=O)O)c1cc5c7cc1OC(O6)c1cc6cc(c1)Oc1cc(cc(C(=O)O)c1)Oc1cc8cc(c1)C(Oc1cc(c(cc1C5CCC(=O)O)C3CCC(=O)O)OC(O4)c1cc(cc(c1)Oc1cc(cc(C(=O)O)c1)O8)Oc1cc(cc(C(=O)O)c1)Oc1cc(cc2c1)Oc1cc(cc(C(=O)O)c1)O6)O7 (centres undefined),20.8*

# The main list resumes with the 6 entries that preceded the break.
SMILES,NR2E3 agonist
COc1cc2c(cc1OC)CN(C(=O)CSc1nc3[nH]ncc3c(=O)n1-c1ccccc1)CC2,0.8
O=[N+]([O-])c1cccc(-c2n[nH]c(=S)n2-c2ccccc2)c1,-0.2
O=C(O)CCC1c2cc3c4cc2OC2Oc5cc6c(cc51)C(CCC(=O)O)c1cc5c7cc1OC(O6)c1cc6cc(c1)Oc1cc(cc(C(=O)O)c1)Oc1cc8cc(c1)C(Oc1cc(c(cc1C5CCC(=O)O)C3CCC(=O)O)OC(O4)c1cc(cc(c1)Oc1cc(cc(C(=O)O)c1)O8)Oc1cc(cc(C(=O)O)c1)Oc1cc(cc2c1)Oc1cc(cc(C(=O)O)c1)O6)O7 (centres undefined),20.8*
COc1ccc(N(CC(=O)NCCC2=CCCCC2)S(=O)(=O)c2ccc(C)cc2)cc1,4.1
CC(NC(=O)C1CCC(CNS(=O)(=O)c2ccccc2)CC1)c1ccc2c(c1)OCCO2 (centres undefined),3.3
CC1(OC(=O)c2cnc3ccccc3n2)C(=O)C=C2C=C(C3CC3)OC=C2C1=O (centres undefined),2.6
Cc1ccc(S(=O)(=O)N(C)S(=O)(=O)c2ccc(C#N)cc2)cc1,-0.3
CN(C)c1ccc(/C=C(\C#N)C(=O)NCc2ccco2)cc1,-3.2
COc1cc(/C=C(\C#N)c2nc3c(s2)CCCC3)ccc1O,-1.8
CCCCC1=CC2=CC(=O)C(C)(OC(=O)CC)C(=O)C2=CN1CCN1CCOCC1 (centres undefined),3.6
COc1cccc(C(=O)Oc2ccc3ccc(O)cc3c2)c1,2.4
CCC(=O)N1C(=O)C2(Nc3ccccc3N2)c2ccccc21,-0.6
C/C(=N\NC(=O)c1ccc(NS(=O)(=O)c2cccs2)cc1)c1ccccn1,2.2
COc1cccc(C(=O)CC(=O)C(=O)Nc2cc(OC)c(OC)c(OC)c2)c1,2.3
COc1ccc(CNC(=O)C/C(C)=N/NC(=O)c2cc(OC)cc(OC)c2)cc1,4.1
Nc1[nH]n2c(=O)cc(-c3ccccc3)nc2c1N=Nc1ccc2c(c1)OCO2,2.3
CCOC(=O)c1ccc2nc(C)cc(Nc3cccc(C(=O)O)c3)c2c1,4.8
Cc1ccc(S(=O)(=O)n2c3ccc(F)cc3c3nc(C)sc32)cc1,3.1
O=c1c2cc(N3CCOCC3)ccc2[nH]c(=S)n1CCCN1CCN(c2ccccc2F)CC1,-1.2
CC(C)NCCCCOc1ccccc1-c1ccccc1,-3.0
COc1ccc(Nc2nc(-c3sc(NC(C)=O)nc3C)cs2)cc1,-3.1
COc1ccc(C(=O)/C(=C\c2sccc2C)c2nc3ccccc3o2)cc1,-0.4
COCC(=O)Nc1ccc(C(=O)Nc2ccccc2Cl)cc1,3.9
CCOC(=O)c1cc(OC(=O)c2cccnc2)n(-c2ccccc2)n1,2.8
COc1ccccc1N1C(=O)C2ON(c3ccccc3)C(c3ccc(N(C)C)cc3)C2C1=O (centres undefined),-1.6
O=c1c2ccccc2c(C=Nc2ccc(O)cc2)c(O)n1-c1nccs1,0.7
C#CCOCCOCCOCCNc1nc(N2CCN(C(=O)[C@H](Cc3ccc(O)cc3)n3cc([C@@H](N)C(C)CC)nn3)CC2)nc(N2CCN(C(=O)[C@H](CCCCN)n3cc([C@@H](N)CC(C)C)nn3)CC2)n1 (some centres undefined),0.3
Cn1ccnc1SCC(=O)Nc1ccc2nc(SCC(=O)NC3CC3)sc2c1,1.6
O=c1ccc2ccc(Oc3ccc([N+](=O)[O-])cc3[N+](=O)[O-])cc2o1,-0.1
COc1ccc(OC)c(Nc2nc(N)nc(CSc3nnc(-c4ccncc4)o3)n2)c1,-1.3
CCCCNS(=O)(=O)c1ccc2nc(-c3cccnc3)cc(C(=O)NCCCN(CC)CC)c2c1,3.8
ClCc1csc(N/N=C/c2cccs2)n1,3.2

# These rows are one share of the data; the hit share may differ from the screen's.
